EBNA-1 inh – blocks EBNA-1 binding to DNA; EBNA-1 DNA binding, fluorescence polarization; inhibition, % at 14.8 µM; 300,000 compounds, 0.34% hits; AID 1950; in the data active = inhibition above about 28%
CTSL1 counter – cathepsin L1 inhibition, PFM18AAP counter-screen. AID 1906. 300,000 compounds, 0.49% hits. recombinant F. hepatica cathepsin L1, Z-Leu-Arg-MCA fluorescence. inhibition, % at 5.96 µM;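 active = inhibition above the mean of all tested compounds plus 3 SD, set per screening campaign, cut at about 17% in these data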;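 note: 0% = plate median of test compound wells and 100% = 1 µM Z-Phe-Ala-diazomethylketone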
PREPL inhibitor – inhibits the human prolyl oligopeptidase-like enzyme; recombinant PREPL, fluorescence polarization activity-based probe; Q4J6C6; inhibition, % at 5.96 µM; 320,000 compounds, 0.68% hits; in the data active = inhibition above about 43%;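 note: 0% = enzyme with DMSO and 100% = wells lacking enzyme; many of its hits are not listed in these tables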
Target sequence (Q4J6C6 whole entry, looked up): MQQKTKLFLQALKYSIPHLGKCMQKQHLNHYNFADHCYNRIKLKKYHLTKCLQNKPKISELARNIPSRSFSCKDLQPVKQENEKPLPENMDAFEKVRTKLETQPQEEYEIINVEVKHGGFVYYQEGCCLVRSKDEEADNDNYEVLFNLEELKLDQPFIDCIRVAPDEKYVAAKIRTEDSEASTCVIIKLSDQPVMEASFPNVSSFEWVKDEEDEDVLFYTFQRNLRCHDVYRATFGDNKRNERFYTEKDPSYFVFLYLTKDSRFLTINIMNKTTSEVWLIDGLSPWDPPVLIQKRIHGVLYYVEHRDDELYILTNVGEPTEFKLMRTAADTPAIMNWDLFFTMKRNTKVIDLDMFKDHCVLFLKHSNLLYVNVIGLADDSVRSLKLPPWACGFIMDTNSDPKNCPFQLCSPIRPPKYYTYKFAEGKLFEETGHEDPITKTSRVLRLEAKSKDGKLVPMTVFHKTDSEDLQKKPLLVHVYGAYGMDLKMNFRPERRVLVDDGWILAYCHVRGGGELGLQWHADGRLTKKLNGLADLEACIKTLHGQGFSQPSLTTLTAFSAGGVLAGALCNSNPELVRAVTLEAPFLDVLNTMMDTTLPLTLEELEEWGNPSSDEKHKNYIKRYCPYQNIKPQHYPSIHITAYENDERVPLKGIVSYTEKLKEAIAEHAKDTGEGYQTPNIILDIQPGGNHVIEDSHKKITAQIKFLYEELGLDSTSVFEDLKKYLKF
TPT1 inh – inhibitors of Candida albicans tRNA 2'-phosphotransferase TPT1; recombinant caTPT1, FP RNA substrate dephosphorylation; AID 1962; inhibition, % at 5 µM; 300,000 compounds, 0.81% hits;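 active = inhibition above the mean of all tested compounds plus 3 SD, set per screening campaign, cut at about 24% in these data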;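 note: plate controls were DMSO alone for no effect and ferristatin control at 100 nM for full effect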
ZTA DNA inh – counter-screen for EBNA-1 inhibitors: inhibitors of Epstein-Barr virus ZTA; AID 2234; 320,000 compounds, 0.15% hits; ZTA-DNA binding, fluorescence polarization; inhibition, % at 11 µM; in the data active = inhibition above about 33%
Target sequence (P03206 whole entry, looked up): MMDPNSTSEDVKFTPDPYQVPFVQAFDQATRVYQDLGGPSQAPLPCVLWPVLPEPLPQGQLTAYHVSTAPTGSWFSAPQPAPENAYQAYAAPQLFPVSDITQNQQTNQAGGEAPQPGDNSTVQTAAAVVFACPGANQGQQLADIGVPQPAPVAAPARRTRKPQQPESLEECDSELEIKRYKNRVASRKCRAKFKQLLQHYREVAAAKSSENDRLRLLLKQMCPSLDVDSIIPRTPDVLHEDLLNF
core dimer inh – HCV core protein dimerization inhibition. TR-FRET GST/Flag-core106 dimerization, 1536-well. inhibition, % at 5 µM. 300,000 compounds, 0.33% hits. AID 1899;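 active = inhibition above the mean of all tested compounds plus 3 SD, set per screening campaign, cut at about 45% in these data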
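System – GST-tagged and Flag-tagged HCV core protein residues 1-106 · Repeats – one well for each compound · Technique – TR-FRET 671 and 617 nm emission · Doses – one concentration, 5 µM, in 0.5% DMSO · Times – 4 h, 22.5 °C incubation · Also added – Eu donor and XL665 acceptor anti-tag antibodies · Measure – percent inhibition of core106 dimerization signal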
PP5 inh – PP5 (human) phosphatase inhibition | P53041 | purified PP5c, OMFP substrate fluorescence | inhibition, % at 6.7 µM | 320,000 compounds, 0.18% hits;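 active = inhibition above the campaign's mean inhibition across all tested compounds plus 3 SD, cut at about 9.5% in these data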;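 note: 0% = DMSO only and 100% = 100 µM cantharidin control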
PP1 counter – blocks human PP1-alpha phosphatase, a PP5 counter-screen; inhibition, % at 6.7 µM; P62136; purified PP1alpha, OMFP fluorescence; 320,000 compounds, 0.9% hits;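 active = inhibition above the mean inhibition of all tested compounds plus 3 SD, computed separately for each screening campaign, cut at about 15% in these data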
Efflux pump mplx – blocks antifungal efflux pumps in multiplex yeast assay. S. cerevisiae Candida pump triplex, Nile Red efflux. inhibition, % at 10 µM. 330,000 compounds, 0.44% hits. AID 485275;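 active = plate passing quality check with inhibition over a set limit, or well fluorescence over plate mean plus 4 SD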;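 note: Nile Red retained in pooled yeast measured as flow cytometry median fluorescence; 0% = buffer negative control and 100% = Enniatin B positive control; higher means more Nile Red kept so more efflux inhibition; some compounds called inactive have numbers as strong as hits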
* hit, by the source's call; . = no result given. This is a subset (hit frequency here may not be typical).

SMILES	EBNA-1 inh	CTSL1 counter	PREPL inhibitor	TPT1 inh	ZTA DNA inh	core dimer inh	PP5 inh	PP1 counter	Efflux pump mplx
CCN1CCN(CCOCCOc2ccccc2)CC1	-3	-3	-2	0	-7	-11	2.1	0	0.2
Cc1cc(C)cc(CC2CC(=O)N(c3nc(C)cc(C)n3)C2=O)c1 (centres undefined)	15	0	12	1	-16	-3	0.0	-1	-0.1
CC(C)N1C(=S)N(Cc2ccco2)C(=O)C1CC(=O)Nc1ccccc1 (centres undefined)	2	2	12	-2	6	2	-3.3	-3	0.2
CC(C)NC(=O)N1CCCN(c2nc3ccc(Cl)cc3s2)CC1	-6	-1	20	0	-6	1	0.8	0	0.0
O=C(Cc1noc2ccccc12)NNC(=S)Nc1ccc(Cl)cc1	7	-3	-1	0	1	-1	0.4	-2	0.0
COC(=O)c1ccc(/C=C2/SC(=S)N(CCCC(=O)Nc3ccc(O)cc3)C2=O)cc1	27	-1	5	-1	4	27	1.4	16*	-6.5
Cc1ccc(C(C)C)c(OCC(O)CN2CCc3ccccc3C2)c1 (centres undefined)	-13	0	8	-2	-7	-15	3.5	0	0.2
CNc1nc(NC)nc(-n2c(C(F)(F)F)nc3ccccc32)n1	6	-1	0	-5	10	-7	1.0	-4	0.1
Cc1cc(C)n2nc(C(=O)OCC(=O)c3cc(C)n(CC4CCCO4)c3C)nc2n1 (centres undefined)	6	2	1	-2	4	4	-1.2	2	0.1
O=C(Nc1ccc(O)cc1)C1CCCO1 (centres undefined)	-2	-2	1	3	-8	-3	11*	-4	0.1
CCOC(=O)N1CCC(NC(=O)C2CCN(S(=O)(=O)N3CCCC3)CC2)CC1	-8	-1	12	-2	7	-1	1.2	-4	0.1
COc1ccc(NC(=O)Nc2ccccc2)cc1S(=O)(=O)N1CCCCC1	-6	0	-1	-1	6	3	3.5	1	0.1
Cc1ccc(S(=O)(=O)NCC(=O)OCc2ccccc2)cc1	-3	-40	-21	3	-2	4	3.5	1	0.2
Cc1ccc(C)c(NC(=O)COC(=O)c2nc(Cl)ccc2Cl)c1	.	.	5	.	4	.	0.7	-5	0.0
Cc1ccc(Cl)cc1N1CCN(S(=O)(=O)c2ccc3c(c2)OCCO3)CC1	7	3	-16	0	11	4	2.0	-3	0.1
COc1ccc(C(=O)COC(=O)CCc2ccccc2)cc1	8	-5	-16	-8	9	3	0.1	-8	0.1
N#C/C(=C(/O)COC(=O)CCCNC(=O)c1ccc(Cl)cc1)c1nc2ccccc2[nH]1	4	6	5	12	3	14	-0.6	3	-0.1
COc1cc(/C=C/c2cccc[n+]2C)ccc1OCC(=O)Nc1cccc(Cl)c1	-10	3	30	2	2	-17	1.0	4	0.0
O=[N+]([O-])c1nn(-c2ccc3c(c2)OCCO3)n(O)c1=Nc1ccc(Cl)cc1	4	5	18	-2	3	17	1.8	-2	-0.1
Cc1cccc(Nc2ccccc2C(=O)OCC(=O)NCc2ccco2)c1C	-3	2	-12	0	-8	25	1.6	2	-0.1
CCN(CC)CCN(C(=O)C1=COCCO1)c1nc2ccc(C)cc2s1	-8	2	17	1	-3	-1	0.9	4	0.0
COc1ccc2c(C)c(Cl)c(=O)oc2c1	0	2	-1	-8	9	21	1.5	-1	0.0
CN(C)S(=O)(=O)N1CCC(CCCC2CCN(S(=O)(=O)N(C)C)CC2)CC1	1	2	27	-5	-8	8	-0.1	-6	0.7
CCOc1ccc(N2CC(C(=O)NC3=NCCS3)CC2=O)cc1 (centres undefined)	-2	-9	17	-4	-2	-2	1.3	-1	0.0
Cc1ccc(NC(=O)CCC(=O)Nc2nnc(C3CCCCC3)s2)cc1	4	5	29	-6	-1	-8	2.0	-1	-0.4
CCc1ccc(NC(=S)N(CCCN2CCOCC2)Cc2ccco2)cc1	8	-3	15	-3	-21	-4	-0.6	-2	0.0
Cc1ccc(C)c(-n2c(CNC(=O)c3ccco3)nnc2SCC(=O)Nc2nccs2)c1	-3	-1	0	-1	-4	-2	-0.6	-4	0.1
CN1CCN(C(=O)c2ccc3c(=O)n(CCc4ccccc4)c(=S)[nH]c3c2)CC1	-5	1	2	1	1	-5	2.1	-3	-0.2
Cc1ccccc1OCC(=O)N(Cc1ccco1)c1c(N)n(Cc2ccccc2)c(=O)[nH]c1=O	.	.	10	.	-10	.	3.4	-1	-0.1
O=C(N/N=C/c1ccco1)c1cnccn1	-6	1	5	-1	-19	-1	-0.8	-4	-0.1
CCOc1cc([N+](=O)[O-])c2nc(N)sc2c1	8	-4	5	-2	-6	-2	0.8	0	-0.1
S=c1[nH]nc(-c2ccc(Br)cc2)n1Cc1ccccc1	1	-5	-13	-5	-6	6	-0.6	-2	-0.1
COc1cc(C=O)ccc1OCCSc1ccc(Cl)cc1	-10	1	15	-1	-14	4	15*	0	-0.1
COc1cc(-c2cc(C(=O)Nc3ccc(S(=O)(=O)Nc4ncccn4)cc3)c3ccccc3n2)cc(OC)c1OC	7	2	-7	1	4	13	3.6	0	0.2
O=S(=O)(NC1CCN(Cc2ccccc2)CC1)c1ccc(Cl)cc1	-8	2	-60	3	-16	-3	0.0	-1	0.1
Cc1oc2c(C)c3oc(=O)c(CCC(=O)N4CCC(C(=O)NCCC(=O)O)(c5ccccc5)CC4)c(C)c3cc2c1C	6	3	1	-4	3	7	0.3	-1	-0.1
Cc1oc(-c2cccc(F)c2)nc1CN1CCCCC1CCc1ccccn1 (centres undefined)	-3	-4	4	6	7	6	-3.3	0	-0.1
Cc1nc2c3ccccc3n(CC(=O)c3ccc(F)cc3)c(=O)n2n1	-9	7	-7	-3	-4	-1	1.1	-4	-0.1
CC(C)Cc1nnc(NC(=O)CCC(=O)N2CCN(C3CCCC3)CC2)s1	5	4	1	-4	-1	-2	-0.9	0	-0.1
CCC(C)(C)NC(=O)C(c1ccccc1F)N(Cc1ccco1)C(=O)c1csnn1 (centres undefined)	-7	-2	-6	-5	-8	-3	-0.7	1	-0.1
CC(NC(=O)/C=C/c1ccccc1[N+](=O)[O-])C1CC2CCC1C2 (centres undefined)	2	1	-5	-4	4	1	3.0	2	-0.1
CN1CCN(C(=O)C2CCN(S(=O)(=O)c3ccccc3[N+](=O)[O-])CC2)CC1	.	.	9	.	0	.	1.8	-2	0.2
C=CCOC(=O)C1=C(C)NC(=S)NC1/C=C/c1ccccc1 (centres undefined)	-4	-3	-13	2	-12	4	3.3	7	0.8
CS(=O)(=O)N1CC2CCCN2c2ccc(C(F)(F)F)cc21 (centres undefined)	3	3	3	-1	9	6	1.9	-1	0.1
Nc1cccc(S(=O)(=O)Nc2ccc(SC(F)F)cc2)c1	1	-1	-7	0	6	-1	2.3	-2	0.0
CC(C)C1Cc2nc(Cl)c(C#N)cc2CO1 (centres undefined)	13	-5	-2	1	6	4	-1.1	-1	0.1
O=C(c1cnccn1)N(Cc1ccco1)C1(C(=O)NC2CCCCC2)CCCCC1	21	-1	-21	3	14	6	-3.0	-1	0.0
O=C(Nc1nnc(-c2ccccc2)s1)c1ccccc1F	9	-1	13	-2	-16	-8	4.6	2	0.3
CC(C)(C)NC(=O)NC(=O)CN1CCCCC1	2	0	-4	2	14	-1	0.1	-3	-0.1
CN(CCNC(=O)CCCOc1cc(=O)n(C)c2ccccc12)Cc1ccccc1	-1	-2	-12	-2	-15	-2	1.4	-5	-0.1
Cc1cc(C)cc(OCC(=O)Nc2ccc(N3CCOCC3)cc2N2CCOCC2)c1	.	.	11	.	3	.	3.4	1	0.1
Cc1ccc2c(c1)COc1c3ccc(C(=O)N[C@@H](C)CO)cc3nn1-2	2	3	1	3	4	1	1.4	5	-0.1
CCOC(=O)c1ccc(N2C(=O)CC(NNC(=O)c3ccc(Br)s3)C2=O)cc1 (centres undefined)	-12	-1	10	7	-18	2	2.4	0	0.2
Cc1[nH]c2ccc(C(=O)N3CCN(c4ccccc4Cl)CC3)cc2c1C	-6	-2	27	-2	5	9	4.5	1	0.0
CCOC(=O)c1ccc(NC(=O)CCn2c(=O)oc3ccccc32)cc1	-3	0	-16	0	-16	-3	1.7	-2	0.0
N#CNC(=Nc1cccc(F)c1)SCc1ccccc1F	-7	-2	9	1	1	-1	3.1	12	0.1
CC(C)CNC(=S)NNC(=O)c1nn(C)cc1Cl	2	2	13	-2	2	-3	3.3	-1	-0.1
COc1cc(C2NC(=O)CS2)cc(OC)c1OC (centres undefined)	2	-5	0	0	-13	-16	-0.1	3	0.0
CCCCOC(=O)Nc1ccc(S(=O)(=O)Nn2cnnc2)cc1	-10	0	12	1	-10	-2	1.8	-3	0.1
O=C1CC2(CCN(C(=O)c3cccc(Br)c3)CC2)Oc2ccccc21	-7	2	37	2	-2	1	-0.2	0	0.1

(next part)
SMILES	EBNA-1 inh	CTSL1 counter	PREPL inhibitor	TPT1 inh	ZTA DNA inh	core dimer inh	PP5 inh	PP1 counter	Efflux pump mplx
COc1ccc(C(NC(=O)c2c(F)c(F)c(F)c(F)c2F)c2ccccc2)cc1 (centres undefined)	-2	1	-1	-4	3	4	1.5	7	0.1
CCOc1cc(N2CCOCC2)c(OCC)cc1NC(=O)CSc1ccccc1C(=O)O	.	.	-11	.	1	.	0.2	-2	0.1
Cc1nn(-c2ncc(C(F)(F)F)cc2Cl)c(=O)n1-c1ccccc1F	3	-9	0	-1	7	-2	-2.4	-7	0.0
Cc1ccc(OCC(=O)NC(=S)Nc2ccc3c4c(cccc24)CC3)cc1	24	3	-1	-1	6	20	0.7	-4	0.1
CCc1ccccc1-n1c(SCC(=O)c2c(N)n(C3CC3)c(=O)[nH]c2=O)nnc1N1CCOCC1	.	.	7	.	-20	.	1.4	4	-0.2
CCOC(=O)c1ccc(NC(=O)CCc2nc(-c3cccc(C)c3)no2)cc1	-14	3	-27	-1	-3	-4	3.8	2	-0.1
O=c1c(C/C=C/c2ccccc2)c(O)ccn1Cc1cccc(Cl)c1	3	4	5	2	-9	-2	-3.2	0	0.0
COc1ccc(C2CC(c3cccs3)=NN2C(=O)COC(=O)c2cncc(Br)c2)cc1OC (centres undefined)	2	-7	15	4	-14	17	1.7	8	0.7
COc1ccc(C)cc1C1=CC(=O)C[C@H](c2ccc(F)cc2)C1	.	.	-1	.	3	.	3.3	0	0.1
C/C(=N/Oc1nc(C)cc(C)n1)c1ccc(Br)cc1	2	-5	18	-1	-9	-5	0.8	-2	0.0
COc1cc2c(cc1OC)C(C)N(C(=O)c1cc3ccccc3o1)CC2 (centres undefined)	0	0	0	-3	-1	2	1.1	-1	-0.2
COc1ccc(-c2nc(CS(=O)CC(=O)NC3CCCCC3C)c(C)o2)cc1OC (centres undefined)	6	1	-5	-1	-5	10	2.5	-2	-0.1

Assay outcomes: PubChem BioAssay, several laboratories
